From PubChem BioAssay
Glyco luc inh – N-linked glycosylation inhibition; reporter increase, % at 12.5 µM; actives 0.23% (n = 360,000); D54 ERlucT glycosylation luciferase reporter, 24 h; percent of 100 nM tunicamycin response;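 active = mean luciferase reporter signal, scaled so untreated is 0 and the glycosylation-blocking control 100, at or above a set limit in every replicate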;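 note: luciferase carries N-glycosylation sites so blocking glycosylation raises the light; 0% = median of neutral control wells and 100% = median of 100 nM tunicamycin wells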
Cardio protect – myocardial damage modulation in H9c2 cells; AID 588492; actives 0.63% (n = 360,000); protection from H2O2 cell death, % at 20 µM; H9c2 cardiomyocytes, H2O2 injury protection, ATPLite, 2 h;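 active = compounds giving at least 50% protection of heart cells from peroxide-induced death in the single-dose screen, raw or plate-pattern-corrected value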;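 note: 0% = DMSO wells with peroxide and 100% = DMSO wells without peroxide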
ABCB6 inh MLPCN – inhibitors of human ABC transporter ABCB6 | Q9NP58 | K562-ABCB6 porphyrin accumulation, flow cytometry, 1 h; stronger effect = lower value | fluorescence ratio to DMSO, % at 10 µM | actives 0.19% (n = 360,000);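 active = fluorescence ratio to DMSO below 75%, the collection mean minus 3 SD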;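 note: signal is porphyrin accumulated inside mitochondria; 100% equals median channel fluorescence of DMSO control wells; lower ratio means ABCB6 inhibition with less porphyrin fluorescence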
MC4R antagonist – human MC4R antagonism in cAMP assay. AID 540295. P32245. inhibition, % at 6.5 µM. actives 0.48% (n = 360,000). MC4R-expressing cells, MTII-stimulated cAMP, LANCE TR-FRET;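 active = inhibition above its plate's cutoff, the mean of tested wells on that plate plus 3 SD, cut at about 29% in these data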;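 note: 0% = Melanotan II alone and 100% = Melanotan II plus saturating MCL0020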
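Assay system: U2OS-MC4R stable cell line; Also added: Melanotan II; Technique: Eu-cAMP/anti-cAMP TR-FRET, emission 671 nm; Times: 30-min compound, 1-h challenge, 1-h detection, room temperature.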
HTR2A ag – activates the mouse 5-HT2A serotonin receptor. P35363. CHO-K1 mHTR2A beta-arrestin complementation, luminescence; percent of 30 µM serotonin response. activation, % at 7.6 µM. actives 0.66% (n = 360,000). AID 624169;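 active = activation above a run cutoff, the mean activation of all tested compounds plus 3 SD, cut at about 14% in these data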;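 note: 0% = plate median of compound wells and 100% = 30 µM serotonin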
MC4R ag barr – agonists of human melanocortin 4 receptor (MC4R) beta-arrestin. U2OS MC4R beta-arrestin complementation, luminescence; percent of melanotan II response, DMSO zero. activation, % at 8.9 µM. actives 0.98% (n = 360,000);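 active = activation above a per-plate cutoff, the mean activation of sample wells on that plate plus 3 SD, cut at about 8% in these data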
aDG glyco act – increases alpha dystroglycan glycosylation. Pro5-aDG cells, alpha-DG glycosylation AlphaScreen (IIH6); 0% Pro5, 100% B10-LARGE cell signal. activation, % at 10 µM. actives 0.22% (n = 360,000). AID 624168;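 active = activation of at least 8% versus controls, or a plate z-score of at least 8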;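 note: Pro5 are CHO cells carrying HIG-tagged alpha-DG that lacks glycosylation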
iPSC survival up – hiPSC single-cell survival enhancement | ATPlite luminescence; 100% = ROCK inhibitor wells, 0% = DMSO | survival enhancement, % at 20 µM | actives 0.044% (n = 360,000) | AID 602274; in the data active = survival enhancement above about 18%;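 note: cells exposed to compounds for 16 hours before the ATP read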
ABHD5 PLIN5 PPI – inhibitors of human ABHD5-perilipin-5 interaction; inhibition, % at 4 µM; Split G. princeps luciferase complementation, luminescence, 4 h; actives 0.78% (n = 360,000); Q00G26+Q8WTS1;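 active = inhibition above the mean inhibition across every tested compound plus 3 SD, cut at about 22% in these data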;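 note: 0% = DMSO only wells and the 100% control is not disclosed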
Target sequence (Q00G26 whole entry, looked up): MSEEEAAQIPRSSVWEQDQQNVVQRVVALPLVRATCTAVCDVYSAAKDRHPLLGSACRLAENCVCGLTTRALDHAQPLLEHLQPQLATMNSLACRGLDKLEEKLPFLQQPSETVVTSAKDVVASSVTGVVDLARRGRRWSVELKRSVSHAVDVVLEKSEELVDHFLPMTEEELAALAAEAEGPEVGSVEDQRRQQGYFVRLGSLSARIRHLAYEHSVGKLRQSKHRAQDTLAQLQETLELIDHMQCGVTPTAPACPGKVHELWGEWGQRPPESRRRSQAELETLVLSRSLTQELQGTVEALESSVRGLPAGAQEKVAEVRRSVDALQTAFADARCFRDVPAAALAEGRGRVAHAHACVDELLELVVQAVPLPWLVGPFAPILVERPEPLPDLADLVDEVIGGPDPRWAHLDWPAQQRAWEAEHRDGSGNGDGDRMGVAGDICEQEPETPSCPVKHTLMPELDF
Target sequence (Q8WTS1 whole entry, looked up): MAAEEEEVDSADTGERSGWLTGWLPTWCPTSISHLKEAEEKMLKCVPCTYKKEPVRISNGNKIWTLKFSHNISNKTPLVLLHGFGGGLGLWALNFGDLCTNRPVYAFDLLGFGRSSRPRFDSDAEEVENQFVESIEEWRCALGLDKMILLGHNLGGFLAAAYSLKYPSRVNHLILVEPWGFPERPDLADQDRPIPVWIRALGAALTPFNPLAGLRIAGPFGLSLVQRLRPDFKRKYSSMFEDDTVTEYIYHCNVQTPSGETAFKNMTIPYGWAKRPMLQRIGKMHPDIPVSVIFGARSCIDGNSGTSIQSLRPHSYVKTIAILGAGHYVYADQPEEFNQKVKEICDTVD
Granule exo inh – blocks lytic granule exocytosis. actives 0.66% (n = 360,000). TALL-104 LAMP-1 surface exposure, flow cytometry; cells stimulated with thapsigargin and PMA. inhibition, % at 10 µM;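 active = inhibition above about 55%, limit read from the data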
The depositor's hits bear a star.

No. | SMILES | Glyco luc inh | Cardio protect | ABCB6 inh MLPCN | MC4R antagonist | HTR2A ag
1 | CC1CCN(C(=S)NC2CC3CCC2C3)CC1 (stereo unspecified) | 0 | 1 | 103 | -3 | -4
2 | CCCOC(=O)c1cccc(NC(=O)COc2ccc([N+](=O)[O-])cc2)c1 | 2 | -5 | 91 | 0 | 1
3 | CSc1nsc(/C=C/Nc2cccc(Cl)c2)c1C#N | 5 | -15 | 125 | 10 | 1
4 | CCn1cc(CNC(=S)Nc2cccc(Cl)c2C)cn1 | 3 | 2 | 92 | 3 | 3
5 | CC(=O)NC(CC(=O)NCCc1ccccc1)c1ccccc1 (stereo unspecified) | 1 | -6 | 91 | 8 | -1
6 | C/C(Cl)=C/Cn1c(N2CCCC2)nc2c1c(=O)[nH]c(=O)n2C | 4 | -2 | 95 | -4 | -4
7 | COc1ccc(CN2C[C@@H](CO)O[C@@H](n3cnc4c(N5CCCC5)ncnc43)C2)cc1 | 1 | 3 | 107 | -6 | 2
8 | CCOC(=O)/C=C1/SCC(=O)N1CCOc1cccc(Br)c1 | -5 | -3 | 99 | 9 | 2
9 | Cc1ccc(-n2ccnc(SCC(=O)NC3CCCC3)c2=O)cc1Cl | -3 | 2 | 105 | -1 | -1
10 | CC(C)(C)NC(=O)NC(=O)COC(=O)c1cc[n+]([O-])cc1 | 2 | 0 | 97 | -1 | 2
11 | COc1cccc(OC)c1OCCCCc1c(C)n[nH]c1C | 1 | -8 | 97 | 1 | -1
12 | O=C(NCCCCc1ccccc1)c1cc([N+](=O)[O-])cc([N+](=O)[O-])c1 | 2 | -6 | 101 | 14 | -2
13 | O=C(c1ccc2ccccc2c1)N1CCN(c2ccc(O)cc2)CC1 | -4 | 14 | 100 | 1 | -4
14 | COc1ccc(Nc2c(C)cccc2C)cc1 | -2 | -9 | 98 | 3 | 0
15 | COc1ccc(NC(=O)C(C)Sc2nnc3c4c(nc(-c5ccc(OC)cc5)n23)CC(C)(C)OC4)cc1 (stereo unspecified) | -5 | 17 | 96 | 3 | 8

No. | MC4R ag barr | aDG glyco act | iPSC survival up | ABHD5 PLIN5 PPI | Granule exo inh
1 | -0.9 | 0.2 | -3.2 | -5 | -2
2 | 2.4 | 0.4 | 1.3 | -4 | 15
3 | -0.3 | -0.2 | 1.0 | -2 | -10
4 | -0.8 | -0.1 | -0.5 | 6 | 1
5 | -3.8 | -0.1 | 0.3 | 3 | 0
6 | -1.1 | 0.2 | -0.3 | -2 | -7
7 | 0.1 | -0.3 | -2.7 | -10 | -1
8 | 1.1 | 0.8 | 3.2 | -3 | 1
9 | -0.1 | 0.4 | -0.4 | -28 | -9
10 | -0.9 | 0.0 | -1.2 | 3 | -1
11 | -0.7 | 0.0 | -1.7 | -8 | -2
12 | 3.3 | 0.2 | -0.3 | -9 | 4
13 | -2.4 | 1.2 | -2.8 | -1 | 1
14 | 2.0 | 0.0 | -0.4 | -9 | 0
15 | -3.2 | -0.4 | -0.8 | -6 | -1

(more compounds)
No. | SMILES | Glyco luc inh | Cardio protect | ABCB6 inh MLPCN | MC4R antagonist | HTR2A ag
16 | COCCCNc1ccnc2c(Cl)cccc12 | 1 | -33 | 105 | 2 | 2
17 | CCn1cc(CNC(=O)C2C3CCC(C3)C2C(=O)O)cn1 (stereo unspecified) | -1 | -1 | 98 | 5 | -4
18 | CCN(C[C@H]1N[C@@](CC)(C(=O)OC)[C@H]2C(=O)N(Cc3ccccc3)C(=O)[C@@H]12)S(=O)(=O)c1ccccc1 | -1 | 22 | 96 | 5 | 0
19 | Cc1ccc(-c2c[n+](CC(=O)OCc3ccccc3)c3n2CCC3)cc1 | 4 | -8 | 102 | 8 | -2
20 | FC(F)(F)c1cccc(-n2c(Cn3nnc4ccccc43)n[nH]c2=S)c1 | 1 | 4 | 96 | 12 | -1
21 | O=C(COc1ccccc1)Nc1nc2ccccc2[nH]1 | -1 | -22 | 94 | 11 | 2
22 | CN1CCN(C(=O)C2(NC(=O)Nc3cccc(F)c3)CCCCC2)CC1 | -1 | 5 | 92 | 0 | 3
23 | CCCNC(=O)C1(CC2CC(c3ccccc3)=NO2)CCN(C(=O)c2cc(OCC)c(OCC)c(OCC)c2)CC1 (stereo unspecified) | 2 | 8 | 106 | 10 | -1
24 | CC(C)c1ccc(/C=N/NC(=O)CC(=O)NC2CCCCC2)cc1 | 0 | -3 | 88 | 15 | -5
25 | Cc1cc(C)c(S(=O)(=O)c2cccc(Br)c2C)c(Cl)n1 | -2 | -5 | 102 | 10 | -1
26 | COc1ccc(CC(=O)Nc2c(C(=O)N3CCN(c4ncccn4)CC3)oc3ccccc23)cc1 | -2 | 0 | 97 | -6 | -5
27 | COc1ccc(Cn2nnnc2CN2CCc3ccccc32)cc1 | 1 | 0 | 108 | -2 | 4
28 | COc1cccc(C(=O)Nc2ccc3c(c2)C(=O)N(CCC(=O)O)C3=O)c1 | 3 | -1 | 87 | 3 | -4
29 | O=C(N/N=C\c1ccc(COc2ccc([N+](=O)[O-])cc2)o1)c1ccc(Cl)cc1 | 1 | 5 | 97 | 10 | 1
30 | CCOc1ccc(NC(=O)CN(C)C(=O)c2cc(C)oc2C)cc1OCC | -2 | -5 | 101 | 13 | 4

No. | MC4R ag barr | aDG glyco act | iPSC survival up | ABHD5 PLIN5 PPI | Granule exo inh
16 | -1.0 | 1.4 | 0.2 | 2 | -1
17 | -1.6 | -0.1 | -3.1 | -4 | -2
18 | -0.3 | 2.2 | 0.2 | -3 | 0
19 | -0.9 | -0.1 | -0.8 | 2 | -9
20 | -1.3 | -0.1 | 1.3 | -9 | 19
21 | 0.0 | 0.2 | -1.8 | -5 | -2
22 | 0.5 | 0.0 | -0.2 | 3 | -4
23 | 0.4 | -0.2 | 5.7 | -17 | -1
24 | 2.6 | -0.4 | -1.1 | 4 | 0
25 | 1.2 | 0.2 | -0.4 | -11 | 14
26 | -2.1 | 0.0 | 1.1 | 0 | 0
27 | 1.1 | -0.2 | 0.6 | 7 | -4
28 | -1.4 | -0.2 | -1.7 | -4 | -1
29 | 0.6 | 0.4 | -1.9 | -1 | -1
30 | -1.3 | 0.8 | -0.5 | -8 | -10

Further results follow:
No. | SMILES | Glyco luc inh | Cardio protect | ABCB6 inh MLPCN | MC4R antagonist | HTR2A ag
31 | CC(NC(=O)c1cc(Br)ccc1Cl)c1ccccc1 (stereo unspecified) | -1 | 0 | 95 | 0 | 3
32 | CCC1/C(=N\O)CC(c2ccco2)NC1c1ccco1 (stereo unspecified) | -2 | 8 | 97 | -1 | 0
33 | COc1cccc(CNC(=O)C2CCC(=O)N(C3CC3)C2)c1OC (stereo unspecified) | 1 | -1 | 96 | 8 | -3
34 | Cc1cc(Cl)ccc1C(=O)C1CCCN(C(=O)CCn2cnnn2)C1 (stereo unspecified) | 1 | -4 | 98 | 9 | 1
35 | COc1ccc(-c2csc(NC(CO)c3nc4ccccc4n3Cc3ccc(C)cc3)n2)cc1 (stereo unspecified) | -4 | 0 | 98 | 7 | 2
36 | Cc1cc(C)n2nc(SCc3nc4ccccc4[nH]3)nc2n1 | -5 | 10 | 84 | -1 | 2
37 | COc1ccc(OCc2nn[nH]n2)cc1 | 1 | -5 | 100 | -6 | -1
38 | C#CCn1c(O)c(N=NC(=O)CNC(=O)c2cccnc2)c2ccccc21 | 0 | -1 | 103 | -6 | -2
39 | N#CCCN(C(=O)CN1CCN(S(=O)(=O)c2ccc(Cl)s2)CC1)c1ccc(F)cc1 | 1 | 4 | 91 | 3 | 7
40 | C/C(Cn1nnc2ccccc21)=N\OC(=O)c1ccccc1C | 1 | -2 | 98 | -4 | 7
41 | CCCN(CC(=O)Nc1ccc(C(N)=O)cc1)CC(=O)Nc1ccc(F)c(F)c1F | 0 | 13 | 93 | 1 | 2
42 | CN(C)S(=O)(=O)c1cccc(NC(=O)COc2ccccc2C(=O)NCc2ccccc2)c1 | -1 | 3 | 100 | 12 | -9
43 | COc1ccc(S(=O)(=O)N2CCCCC2)cc1NC(=O)CNc1ccccc1N1CCCC1=O | 1 | 2 | 96 | -1 | -1
44 | Cn1c(SCC(=O)NNC(=O)Nc2ccccc2)nnc1-c1ccccc1 | 1 | -1 | 99 | 0 | -1

No. | MC4R ag barr | aDG glyco act | iPSC survival up | ABHD5 PLIN5 PPI | Granule exo inh
31 | -2.0 | 0.0 | 0.0 | 1 | -4
32 | -1.5 | 0.2 | -1.5 | -1 | 0
33 | -1.8 | -0.4 | 0.1 | 2 | 4
34 | -1.3 | -0.2 | -0.9 | 6 | 2
35 | 0.3 | 0.3 | -2.6 | -8 | -6
36 | -0.4 | 1.8 | 0.8 | -5 | -5
37 | -0.6 | 0.0 | -0.1 | 0 | 6
38 | -4.9 | -0.1 | -0.4 | 4 | -1
39 | -0.5 | 0.2 | 0.1 | 3 | 0
40 | -2.4 | 0.1 | 0.6 | 0 | -1
41 | -0.1 | 0.0 | -0.3 | 3 | -5
42 | 1.0 | -0.4 | 0.3 | -5 | 5
43 | -0.5 | 0.0 | -0.4 | -3 | 5
44 | -1.6 | 0.0 | 0.4 | -5 | 4

Filtered by structure, the compounds so far containing an aryl thioether with sulfur outside any ring.
No. | SMILES | Glyco luc inh | Cardio protect | ABCB6 inh MLPCN | MC4R antagonist | HTR2A ag
3 | CSc1nsc(/C=C/Nc2cccc(Cl)c2)c1C#N | 5 | -15 | 125 | 10 | 1
9 | Cc1ccc(-n2ccnc(SCC(=O)NC3CCCC3)c2=O)cc1Cl | -3 | 2 | 105 | -1 | -1
15 | COc1ccc(NC(=O)C(C)Sc2nnc3c4c(nc(-c5ccc(OC)cc5)n23)CC(C)(C)OC4)cc1 (stereo unspecified) | -5 | 17 | 96 | 3 | 8
36 | Cc1cc(C)n2nc(SCc3nc4ccccc4[nH]3)nc2n1 | -5 | 10 | 84 | -1 | 2
44 | Cn1c(SCC(=O)NNC(=O)Nc2ccccc2)nnc1-c1ccccc1 | 1 | -1 | 99 | 0 | -1

No. | MC4R ag barr | aDG glyco act | iPSC survival up | ABHD5 PLIN5 PPI | Granule exo inh
3 | -0.3 | -0.2 | 1.0 | -2 | -10
9 | -0.1 | 0.4 | -0.4 | -28 | -9
15 | -3.2 | -0.4 | -0.8 | -6 | -1
36 | -0.4 | 1.8 | 0.8 | -5 | -5
44 | -1.6 | 0.0 | 0.4 | -5 | 4
